Source: PubChem
Mtb UGM inh: M. tuberculosis UGM enzyme inhibitors, primary screen, biochemical, fluorescence polarization, single point | purified UGM, fluorescence polarization probe displacement | inhibition, % at 10 µM | hit rate 0.06% among 320,000 | AID 504406, 2011; in the data active = inhibition above about 10%, passing the limit was not always enough; inconclusive = no clear call, values can overlap the other calls
Target sequence (P9WIQ1 whole entry, looked up): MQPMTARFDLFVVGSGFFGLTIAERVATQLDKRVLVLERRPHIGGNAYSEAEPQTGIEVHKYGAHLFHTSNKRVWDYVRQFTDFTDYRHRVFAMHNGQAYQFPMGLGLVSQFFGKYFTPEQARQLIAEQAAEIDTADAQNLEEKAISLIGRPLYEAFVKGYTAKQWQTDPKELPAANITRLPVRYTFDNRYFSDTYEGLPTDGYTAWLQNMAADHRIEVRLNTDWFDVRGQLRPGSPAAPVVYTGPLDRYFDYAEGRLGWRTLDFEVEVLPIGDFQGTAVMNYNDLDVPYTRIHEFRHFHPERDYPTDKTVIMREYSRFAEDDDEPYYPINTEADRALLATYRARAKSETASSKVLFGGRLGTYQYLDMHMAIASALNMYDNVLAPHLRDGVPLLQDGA
GDH-TPI inh: GDH-TPI coupling enzyme inhibitors, primary screen, artefact control for M. tuberculosis FBA inhibitor project, biochemical, absorbance, full deck. inhibition, % at 4.8 µM. hit rate 1.2% among 360,000. GDH-TPI coupled enzyme counterscreen, NADH absorbance; in the data active = inhibition above about 30%;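 also: 0% = DMSO wells and 100% = wells lacking the enzyme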
Anthrax LF inh2: Bacillus anthracis LF protease inhibitors, primary screen, biochemical, multiplex microsphere, MLPCN library; Lethal factor (Bacillus anthracis), P15917; multiplex microsphere protease cleavage assay; inhibition, % at 10 µM; hit rate 0.12% among 360,000; AID 588501, 2011; also: plate controls were buffer without enzyme for full effect and enzyme alone for no effect
Mtb BioA inh: M. tuberculosis BioA enzyme inhibitors, primary screen, biochemical, plate reader, single point, HTS. 7,8-diaminopelargonic acid synthase BioA (Mycobacterium tuberculosis). hit rate 0.096% among 360,000. AID 602481, 2012. inhibition, % at 9.99 µM. purified M. tuberculosis BioA enzyme; in the data active = inhibition above about 40%; inconclusive = no clear call, values can overlap the other calls
Mtb FBA inh: Mtb FBA enzyme inhibitors, primary screen, biochemical, fluorescence, strain H37Rv; Fructose-bisphosphate aldolase (Mycobacterium tuberculosis (strain ATCC 25618 / H37Rv)), …; purified M. tuberculosis FBA, fluorescence read-out; inhibition, % at 1 µM; hit rate 2.3% among 360,000; AID 588726, 2011; in the data active = inhibition above about 27%;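 also: 0% = vehicle and 100% = reference inhibitor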
Target sequence (P9WQA3 whole entry, looked up): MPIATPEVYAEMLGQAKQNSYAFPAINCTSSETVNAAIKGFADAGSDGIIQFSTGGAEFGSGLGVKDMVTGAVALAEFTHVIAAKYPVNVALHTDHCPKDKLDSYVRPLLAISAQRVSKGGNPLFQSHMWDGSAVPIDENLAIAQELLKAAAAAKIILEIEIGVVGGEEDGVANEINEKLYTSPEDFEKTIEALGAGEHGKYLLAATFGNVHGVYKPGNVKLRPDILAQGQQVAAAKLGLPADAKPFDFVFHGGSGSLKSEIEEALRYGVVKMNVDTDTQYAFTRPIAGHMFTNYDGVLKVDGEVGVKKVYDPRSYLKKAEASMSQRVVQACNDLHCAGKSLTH
BoNT F protease: BoNT/F light chain protease inhibitors, primary screen, biochemical, flow cytometry, MLPCN library; Botulinum neurotoxin type F light chain protease (Clostridium botulinum); Multiplex microsphere protease cleavage assay; inhibition, % at 10 µM; hit rate 0.22% among 360,000; AID 588497, 2011; in the data active = inhibition above about 35%, passing the limit was not always enough; inconclusive = no clear call, values can overlap the other calls; also: plate controls were buffer without enzyme for full effect and enzyme alone for no effect
FadD28 FP inh: inhibitors of FadD28 bisubstrate probe binding, primary screen, biochemical, fluorescence polarization, single point. Mycobacterium tuberculosis FadD28 fatty-acid-AMP ligase. inhibition, % at 12.5 µM. hit rate 0.22% among 360,000. AID 588549, 2011; in the data active = inhibition above about 8.5%, passing the limit was not always enough; inconclusive = no clear call, values can overlap the other calls
PfHsp40 yeast: rescue of yeast from PfHsp40 toxicity, primary screen, S. cerevisiae, ATP luminescence; S. cerevisiae expressing PfHsp40, growth rescue; AID 504582, 2011; growth rescue, % at 12.5 µM; hit rate 0.68% among 340,000; in the data active = growth rescue above about 28%, passing the limit was not always enough; inconclusive = no clear call, values can overlap the other calls;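 also: yeast W303a lacking pdr1 and pdr3 grown in galactose medium; growth measured after three days at 30 °C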
BoNT A protease: BoNT/A light chain protease inhibitors, primary screen, biochemical, flow cytometry, MLPCN library. inhibition, % at 10 µM. multiplex microsphere protease substrate cleavage. AID 588499, 2011. Botulinum neurotoxin type A light chain protease (Clostridium botulinum A str. ATCC 3502). hit rate 0.17% among 360,000; also: plate controls were buffer without enzyme for full effect and enzyme alone for no effect
An asterisk follows results filed as active; u = inconclusive; x = no result given. Rule as the data show it, unless noted: active = inhibition above about 30%; inconclusive = no clear call, values can overlap the other calls; inactive = below that. The order is random. Share with any hit: about 4.7%.

cpd	structure	Mtb UGM inh	GDH-TPI inh	Anthrax LF inh2	Mtb BioA inh	Mtb FBA inh	BoNT F protease	FadD28 FP inh	PfHsp40 yeast	BoNT A protease
1	CN(CC(=O)Nc1ccc(Cl)c(C(F)(F)F)c1)C(=O)CC1Sc2ccccc2NC1=O (configuration not stated)	-0.1	0	-8	0.6	-1	8	-8.6	-1.3	0.5
2	c1ccc(Cc2nnc3sc(-c4cccnc4)nn23)cc1	-1.7	12	-6	-1.2	1	-5	0.0	-0.4	-1.4
3	Cc1nc2ccccc2n1CC(=O)NC(C)C1CC2CCC1C2 (configuration not stated)	-2.6	9	2	x	0	-9	-1.9	2.4	-0.1
4	CN(C)S(=O)(=O)c1ccc(C(=O)NCCc2ccco2)cc1	-4.2	6	28	1.7	-2	5	-2.0	-0.5	-2.9
5	O=C1NC(=O)N(c2ccc3c(c2)OCO3)C(=O)/C1=C/c1ccc(N2CCCCC2)o1	2.5	-4	-1	-18	-39	12	-2.4	-1.9	-0.3
6	NC(=O)Cc1ccc(Nc2nnc(-c3ccccc3)c3ccccc23)cc1	0.1	7	-2	0.9	2	-1	-2.1	1.7	-0.3
7	CCOC(=O)CC1=NN(c2ccccc2)C(=O)C1	-2.1	-7	0	x	3	-4	-1.6	0.4	0.0
8	COCCNC(=O)COc1cccc(Oc2ccccc2)c1	-0.5	2	0	-1.3	3	-5	-2.6	-0.6	0.7
9	CCC(c1nnnn1CCOC)N1CCN(Cc2ccccc2OC)CC1 (configuration not stated)	1.1	1	0	1.7	3	-14	-3.1	1.1	-1.0
10	CC(C)(C)C(=O)NC1CC2CCCC(C1)N2C(=O)Nc1ccccc1 (configuration not stated)	-0.2	11	x	-0.5	4	x	-1.5	0.1	x
11	COc1ccc(CNC(=O)c2ccccc2SCC(=O)N2CCCC2)cc1OC	2.6	2	x	-0.9	2	x	2.0	0.2	x
12	Clc1ccccn1	0.9	3	3	-1.4	3	5	0.3	-0.3	-0.2
13	CCn1c(C)c2c(C)nnc(C)c2c1C	-0.4	1	-4	-1.4	5	-5	-3.2	-0.9	-0.1
14	O=C(Nc1ccccc1)c1ccn[nH]1	-0.8	9	-2	0.0	2	-2	1.1	-0.3	-0.6
15	O=C1/C(=C\c2ccc(O)c(O)c2)C(c2ccccc2)=NN1c1ccccc1	x	9	-9	0.7	-2	-11	0.4	4.1	-0.6
16	COc1ccccc1C1C(C(=O)c2ccc(C)o2)=C(O)C(=O)N1c1cc(C)on1 (configuration not stated)	-1.6	10	4	-0.6	0	1	-3.5	-1.8	2.9
17	O=C(NCc1cccnc1)c1cc(-c2ccco2)on1	2.1	0	0	-5.0	12	5	3.7	1.0	1.4
18	CC(=O)OC1CCC2(C)C(COc3ccc4ccc(=O)oc4c3)C(C)(O)CCC2C1(C)C (configuration not stated)	1.6	22	-8	2.3	79*	-4	-3.0	1.8	-0.5
19	CC(C)CC(=O)NC(=S)N(Cc1ccccc1)Cc1ccccc1	1.9	-7	1	x	0	-3	-4.7	5.6	0.2
20	CSCCC(=O)N1CCCC(N(C)CCc2ccccc2)C1 (configuration not stated)	0.2	6	-9	-0.4	1	u	-1.1	0.1	1.4
21	COc1ccc(/C=C(\NC(=O)c2ccc(Cl)cc2)C(=O)NCCCN2CCOCC2)cc1OC	2.3	7	-6	-0.8	-5	2	-1.1	-1.6	1.1
22	Cc1cc(C)nc(-n2nc(C)cc2NC(=O)CN2CCCC(C)C2)n1 (configuration not stated)	2.4	13	7	2.5	0	11	-1.3	0.5	0.6
23	O=C(OCC(=O)N1CCOCC1)c1ccc2[nH]c3c(c2c1)CCCC3	0.0	4	5	-0.8	5	2	0.3	-1.0	-0.4
24	COc1ccc(NS(=O)(=O)c2ccc3oc(=O)c4[nH]c(=O)c(=O)n(C)c4c3c2)cc1	-0.6	34*	-2	0.5	3	6	2.6	0.0	0.9

Looked up one by one from the list above:
cpd	structure	Mtb UGM inh	GDH-TPI inh	Anthrax LF inh2	Mtb BioA inh	Mtb FBA inh	BoNT F protease	FadD28 FP inh	PfHsp40 yeast	BoNT A protease
18	CC(=O)OC1CCC2(C)C(COc3ccc4ccc(=O)oc4c3)C(C)(O)CCC2C1(C)C (configuration not stated)	1.6	22	-8	2.3	79*	-4	-3.0	1.8	-0.5
13	CCn1c(C)c2c(C)nnc(C)c2c1C	-0.4	1	-4	-1.4	5	-5	-3.2	-0.9	-0.1
19	CC(C)CC(=O)NC(=S)N(Cc1ccccc1)Cc1ccccc1	1.9	-7	1	x	0	-3	-4.7	5.6	0.2

(next part)
cpd	structure	Mtb UGM inh	GDH-TPI inh	Anthrax LF inh2	Mtb BioA inh	Mtb FBA inh	BoNT F protease	FadD28 FP inh	PfHsp40 yeast	BoNT A protease
25	COc1ccccc1NC(=O)Cn1cnc2sc(C(=O)Nc3cc(OC)c(OC)c(OC)c3)c(C)c2c1=O	-0.6	19	5	1.3	1	9	-1.7	0.5	8.7
26	Cc1ccc(C)c(OCC(=O)Nc2ccc(S(=O)(=O)Nc3ccccn3)cc2)c1	0.4	13	-2	-2.7	4	0	0.9	-0.6	-0.7
27	Cc1cccc(C(=O)NCCc2ccccc2)c1	2.4	13	5	-1.1	2	14	-0.3	-0.5	1.2
28	O=C(c1ccc(Cl)c(Cl)c1)N(Cc1ccco1)c1ccc(O)cc1	-1.2	-3	10	4.1	-1	-1	-0.5	0.8	-0.3
29	CCCNS(=O)(=O)c1ccc(OC)c(Cl)c1Cl	1.0	-5	-2	-0.4	0	-1	-3.1	-2.3	-0.3
30	Cc1nn(C)cc1CNC(=O)c1ccccc1Br	1.4	11	-2	x	1	2	-0.7	-0.2	u
31	Cc1ccc2c(c1)CCCN2C(=O)c1cc2ccccc2oc1=O	-0.5	25	-3	-1.2	-1	0	0.0	0.5	u
32	Cn1c(=O)c2cc(S(=O)(=O)NC(C(=O)NCc3ccccn3)c3ccccc3)ccc2n(C)c1=O (configuration not stated)	-2.7	-8	-3	1.5	2	-8	-2.8	-0.6	-0.3
33	COc1ccc(CN2C(=O)CN(C3CCCCCC3)C(=O)C2c2ccc(OC)c(OC)c2)cc1 (configuration not stated)	x	-2	-1	-0.2	0	-2	-4.1	1.7	-0.6
34	O=C(O)c1ccccc1C(=O)NNc1ccc(F)cc1F	2.4	-5	0	x	-1	3	-0.6	1.4	0.8
35	Cc1ccccc1C(=O)OC1OC(=O)C(Cl)=C1N1CCOCC1 (configuration not stated)	3.2	2	-1	-4.5	-3	2	-3.4	0.1	0.3
36	COc1cccc(N2[C@@H](CC(C)=O)c3cc(C(F)(F)F)ccc3S2(=O)=O)c1	-1.3	4	-11	-1.5	-1	3	-3.0	1.6	0.3
37	COCCn1c(C)cc(C2=NNC(=Nc3ccccc3F)SC2)c1C	-0.9	0	-24	-1.2	1	-3	-3.0	-0.2	1.3
38	COc1cccc(NC(=O)CN(C)C(=O)c2ccc3c(c2)CC(c2ccccc2)OC3=O)c1 (configuration not stated)	1.9	3	x	-1.3	3	x	-0.6	-0.5	x
39	Cc1c(S(=O)(=O)Nc2cccc3ccccc23)c(=O)n(C)c(=O)n1C	-3.7	2	3	-0.6	1	u	-1.2	0.6	0.3
40	CC(=O)N1CCN(c2nc(CC(C)C)c3c(c2C#N)CCC3)CC1	2.5	17	1	7.8	38*	-14	-2.2	1.9	-0.4
41	CC(C)NC(=O)C1(C)CCN1C(=O)c1c(F)cccc1F (configuration not stated)	x	7	3	1.2	0	1	-0.3	x	0.5
42	Cc1ccc(S(=O)(=O)Oc2ccccc2/C=C2\SC(=O)NC2=O)cc1	-0.1	14	-2	x	-1	-4	-6.2	-1.9	-0.9
43	CCC1CSC(Nc2ccc(C(=O)/C=C/c3cccc(C)c3)cc2)=N1 (configuration not stated)	2.4	13	-1	x	1	-11	-0.6	0.2	0.2
44	CCCN(CC(=O)Nc1ccccc1C)C(=O)CCN1C(=O)c2cccc([N+](=O)[O-])c2C1=O	-1.8	1	2	-0.6	-1	-13	-1.3	-0.5	-0.5
45	O=C(CC1C[C@H](C(=O)N2CCOCC2)[C@@]2(CCC3CCCC3)c3[nH]c4ccccc4c3CCN2C1=O)NCC12CC3CC(CC(C3)C1)C2 (some centres not stated)	2.3	2	0	-0.4	-1	-2	-2.4	-1.8	0.5
46	Cc1cc(C(=O)Nc2ccc(OCc3ccccc3)cc2)c(C)o1	3.6	2	-5	-0.3	-1	-4	-0.4	1.3	-1.2
47	CCN(C(=O)COC(=O)c1cc(-c2ccccc2)nc2c1c(C)nn2-c1ccccc1)C1CCS(=O)(=O)C1 (configuration not stated)	-0.5	6	3	x	5	0	0.4	-2.7	4.3
48	CC(Oc1ncnc2ccccc12)C(=O)Nc1cccc(S(=O)(=O)N2CCOCC2)c1 (configuration not stated)	1.8	-8	-2	-0.5	0	-6	-6.5	13	0.2

Three structures already listed, sorted by number of heavy atoms, largest number first:
cpd	structure	Mtb UGM inh	GDH-TPI inh	Anthrax LF inh2	Mtb BioA inh	Mtb FBA inh	BoNT F protease	FadD28 FP inh	PfHsp40 yeast	BoNT A protease
45	O=C(CC1C[C@H](C(=O)N2CCOCC2)[C@@]2(CCC3CCCC3)c3[nH]c4ccccc4c3CCN2C1=O)NCC12CC3CC(CC(C3)C1)C2 (some centres not stated)	2.3	2	0	-0.4	-1	-2	-2.4	-1.8	0.5
38	COc1cccc(NC(=O)CN(C)C(=O)c2ccc3c(c2)CC(c2ccccc2)OC3=O)c1 (configuration not stated)	1.9	3	x	-1.3	3	x	-0.6	-0.5	x
43	CCC1CSC(Nc2ccc(C(=O)/C=C/c3cccc(C)c3)cc2)=N1 (configuration not stated)	2.4	13	-1	x	1	-11	-0.6	0.2	0.2

Look-ups from the list:
Cc1c(S(=O)(=O)Nc2cccc3ccccc23)c(=O)n(C)c(=O)n1C – FadD28 FP inh = -1.2
CCN(C(=O)COC(=O)c1cc(-c2ccccc2)nc2c1c(C)nn2-c1ccccc1)C1CCS(=O)(=O)C1 (configuration not stated) – Mtb FBA inh = 5

The list continues.
cpd	structure	Mtb UGM inh	GDH-TPI inh	Anthrax LF inh2	Mtb BioA inh	Mtb FBA inh	BoNT F protease	FadD28 FP inh	PfHsp40 yeast	BoNT A protease
49	Cc1ccc2c(Cl)cc(Cl)c(OCC(=O)O)c2n1	0.2	6	4	0.4	0	-8	-0.4	-1.2	-0.7
50	CC(=O)Nc1ccc(N(C(=O)Cc2c[nH]c3ccccc23)C(C(=O)NC2CCCCC2)c2ccco2)cc1 (configuration not stated)	0.7	-1	1	-0.6	-5	3	-2.5	1.8	0.4
51	CCc1cc(=O)n2[nH]c(C)c(-c3ccccc3OC)c2n1	-1.8	5	-2	-0.4	6	-7	-2.3	-1.7	-0.7
52	COc1cccc(CNC(=O)CCNC(=O)c2ccc(Br)o2)c1	0.8	-2	-1	0.2	-1	-3	-3.4	-0.1	-2.0
53	CCCSc1nnc(NC(=O)Cc2ccc(OC)c(OC)c2)s1	0.5	7	3	x	0	-1	0.7	1.3	-1.5
